Screening data as filed in PubChem.
NFkB SMM = binders of human NF-kappa-B p105; Small molecule microarray, anti-His fluorescence binding; AID 624139; P19838; calls only; hit rate 1.3% among 17,000;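 active = spot fluorescence over background significantly raised, with a chance value under 7% in all four replicate spots of the compound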;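 note: probe protein is his-tagged human p50 processed subunit at 1 µg/ml; raw spot fluorescence signals with no normalization applied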
Target sequence (P19838 1-433 limits assumed): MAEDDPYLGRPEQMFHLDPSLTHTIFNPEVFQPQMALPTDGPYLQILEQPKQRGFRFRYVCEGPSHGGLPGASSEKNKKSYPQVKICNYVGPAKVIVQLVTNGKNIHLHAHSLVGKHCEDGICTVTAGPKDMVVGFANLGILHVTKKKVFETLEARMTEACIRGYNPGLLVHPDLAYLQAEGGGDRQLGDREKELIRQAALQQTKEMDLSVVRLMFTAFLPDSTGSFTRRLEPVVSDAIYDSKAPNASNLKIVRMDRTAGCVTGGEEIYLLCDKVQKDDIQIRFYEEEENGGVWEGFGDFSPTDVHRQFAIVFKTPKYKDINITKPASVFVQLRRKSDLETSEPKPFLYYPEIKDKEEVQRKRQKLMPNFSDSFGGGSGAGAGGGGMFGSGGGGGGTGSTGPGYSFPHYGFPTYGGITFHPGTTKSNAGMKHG
Calls only; i = inactive; + = active, no number. Only part of the results is shown; the hit share may differ from the screen's.

entry	compound	NFkB SMM
1	C[C@@H]1CN([C@H](C)CO)C(=O)CCCn2cc(nn2)CO[C@@H]1CN(C)Cc1ccccc1	i
2	C[C@@H]1CN([C@@H](C)CO)C(=O)c2cccc(NS(=O)(=O)c3cn(C)cn3)c2O[C@H]1CN(C)Cc1ccc(C(F)(F)F)cc1	i
3	C[C@@H]1CN([C@H](C)CO)C(=O)c2cc(NS(=O)(=O)c3cn(C)cn3)ccc2O[C@H]1CN(C)C(=O)Nc1ccc2c(c1)OCO2	i
4	CCOc1ccccc1CNCc1ccccn1	i
5	C[C@H](CO)N1C[C@H](C)[C@@H](CN(C)Cc2ccc3c(c2)OCO3)Oc2ccc(NC(=O)NC3CCCCC3)cc2C1=O	i
6	C[C@H]1CN([C@@H](C)CO)C(=O)c2cccc(NC(=O)NC3CCCCC3)c2O[C@H]1CN(C)S(=O)(=O)c1cccs1	i
7	C[C@@H]1CCCCO[C@@H](CN(C)C(=O)Nc2cccc3ccccc23)[C@@H](C)CN([C@H](C)CO)C(=O)c2cc(NC(=O)c3ccncc3)ccc2O1	i
8	C[C@@H]1CCCCO[C@H](CN(C)C(=O)Nc2ccccc2)[C@H](C)CN([C@H](C)CO)C(=O)c2cc(NS(C)(=O)=O)ccc2O1	i
9	C/C=C/c1ccc(OCCCN2C(=O)NC(C)(C)C2=O)c(OC)c1	i
10	C[C@@H]1CCCCO[C@H](CN(C)C(=O)Cc2ccccc2)[C@H](C)CN([C@@H](C)CO)C(=O)c2cc(NC(=O)Nc3ccccc3)ccc2O1	i
11	C[C@@H]1CCCCO[C@H](CN(C)C)[C@H](C)CN([C@@H](C)CO)C(=O)c2cc(NC(=O)CCCN(C)C)ccc2O1	i
12	C[C@H]1CN([C@@H](C)CO)C(=O)Cc2cc(NS(=O)(=O)c3cn(C)cn3)ccc2O[C@@H]1CN(C)S(=O)(=O)c1ccc(Cl)cc1	i
13	COC(=O)C(CC#Cc1ccc2c(c1)[C@]1(C(=O)N2)[C@H](C(=O)N2CCc3cc(OC)c(OC)cc3C2)[C@H]2C(=O)O[C@H](c3ccccc3)[C@H](c3ccccc3)N2[C@@H]1c1ccc(O)cc1)C(=O)OC	i
14	COC(=O)c1c(CC[C@@H](CO)NC(=O)N[C@H](Cc2ccccc2)Cn2cc(-c3ccccn3)nn2)oc(C(C)=O)c1C(=O)OC	i
15	CN1CCN(C(=O)C2=C[C@@H](c3ccc(Br)cc3)C[C@@H](OCCCCO)O2)CC1	i
16	Cc1cc(N(CC(=O)NC2CC2)S(C)(=O)=O)ccc1Br	i
17	COc1ccc(NC(=O)Nc2cccc3c2O[C@H](CN(C)C(=O)Nc2ccccc2)[C@H](C)CN([C@H](C)CO)C3=O)cc1	i
18	C[C@H]1CN([C@@H](C)CO)C(=O)c2cccc(N(C)C)c2O[C@@H]1CN(C)Cc1ccc(Cl)c(Cl)c1	i
19	COc1ccc(C2OCC3C(c4cc(OC)c5c(c4)OCO5)OCC23)cc1OC (configuration not stated)	i
20	C[C@H](CO)N1C[C@H](C)[C@@H](CN(C)C(=O)Nc2ccc3c(c2)OCO3)Oc2ccc(NC(=O)CCCN(C)C)cc2C1=O	i

Pulled by compound from above (6):
entry	compound	NFkB SMM
8	C[C@@H]1CCCCO[C@H](CN(C)C(=O)Nc2ccccc2)[C@H](C)CN([C@H](C)CO)C(=O)c2cc(NS(C)(=O)=O)ccc2O1	i
2	C[C@@H]1CN([C@@H](C)CO)C(=O)c2cccc(NS(=O)(=O)c3cn(C)cn3)c2O[C@H]1CN(C)Cc1ccc(C(F)(F)F)cc1	i
1	C[C@@H]1CN([C@H](C)CO)C(=O)CCCn2cc(nn2)CO[C@@H]1CN(C)Cc1ccccc1	i
14	COC(=O)c1c(CC[C@@H](CO)NC(=O)N[C@H](Cc2ccccc2)Cn2cc(-c3ccccn3)nn2)oc(C(C)=O)c1C(=O)OC	i
7	C[C@@H]1CCCCO[C@@H](CN(C)C(=O)Nc2cccc3ccccc23)[C@@H](C)CN([C@H](C)CO)C(=O)c2cc(NC(=O)c3ccncc3)ccc2O1	i
19	COc1ccc(C2OCC3C(c4cc(OC)c5c(c4)OCO5)OCC23)cc1OC (configuration not stated)	i

Further results follow.
entry	compound	NFkB SMM
21	C[C@@H]1CN([C@@H](C)CO)C(=O)c2cc(NC(=O)Nc3cccc4ccccc34)ccc2O[C@@H]1CN(C)C(=O)NC1CCCCC1	i
22	Cc1ccc(S(=O)(=O)Nc2nc(C)c(NC(=O)Nc3ccc(Cl)cc3Cl)s2)cc1	i
23	Cc1noc(C)c1S(=O)(=O)N(C)C[C@@H]1Oc2ccc(NS(=O)(=O)c3cccs3)cc2CC(=O)N([C@H](C)CO)C[C@H]1C	i
24	C[C@H]1CN([C@@H](C)CO)C(=O)Cc2cc(NC(=O)NC3CCCCC3)ccc2O[C@@H]1CN(C)C(=O)Nc1ccccc1	i
25	C[C@H](CO)N1C[C@H](C)[C@H](CN(C)C(=O)Nc2ccccc2C(F)(F)F)OCc2cn(nn2)CCCC1=O	i
26	CCOc1ccc(NC(=O)C2CC(=O)n3cnnc3N2)cc1 (configuration not stated)	i
27	COc1ccc(NC(=O)Cc2nc(-c3ccc(OC)cc3)cs2)cc1	i
28	C[C@@H]1CN([C@H](C)CO)C(=O)c2cccc(NC(=O)NC3CCCCC3)c2O[C@H]1CN(C)C(=O)Nc1ccc(C(F)(F)F)cc1	+
29	C[C@H](CO)N1C[C@H](C)[C@@H](CN(C)C(=O)NC2CCCCC2)Oc2ccc(NS(=O)(=O)c3ccc(Cl)cc3)cc2C1=O	i
30	Cc1noc(C)c1S(=O)(=O)N(C)C[C@H]1Oc2c(NC(=O)C3CCOCC3)cccc2C(=O)N([C@@H](C)CO)C[C@H]1C	i
31	C[C@H](CO)N1C[C@H](C)[C@@H](CN(C)C(=O)NC2CCCCC2)Oc2c(NS(C)(=O)=O)cccc2C1=O	i
32	Cc1noc(C)c1NC(=O)Nc1cccc2c1O[C@@H](CN(C)Cc1ccc(C(F)(F)F)cc1)[C@@H](C)CN([C@@H](C)CO)C2=O	i
33	CCOC(=O)C1=CC[C@@H](c2ccccc2)[C@@]12CC/C(=C\c1ccccc1)C2=O	i
34	CC(=O)c1ccc(NC(=O)c2ccc(CSc3ccccn3)cc2)cc1	i
35	OCc1cc2c(cn1)[nH]c1ccccc12	i
36	COCCCNC(=O)[C@]1(Cc2ccccc2N=[N+]=[N-])N=C(c2ccc(OCCCO)cc2)O[C@@H]1c1ccccc1	i
37	Cc1ccc(Cn2nc(C)c(NC(=O)c3nc4ncccn4n3)c2C)cc1	i
38	C[C@H]1CCCCO[C@H](CN(C)S(=O)(=O)c2ccc(Cl)cc2)[C@@H](C)CN([C@@H](C)CO)C(=O)c2cc(NC(=O)Nc3cccc4ccccc34)ccc2O1	i
39	C=CC1c2cc(O)c(OC)cc2CCN1Cc1cccc(OC(F)(F)F)c1 (configuration not stated)	i
40	C[C@H](CO)N1C[C@H](C)[C@@H](CN(C)C(=O)Nc2ccccc2)OCCCC[C@H](C)Oc2ccc(NC(=O)CCCN(C)C)cc2C1=O	i

The listing continues:
entry	compound	NFkB SMM
41	C[C@H](CO)N1C[C@H](C)[C@@H](CN(C)C(=O)Nc2ccc(F)cc2)Oc2c(NC(=O)Nc3ccc(C(F)(F)F)cc3)cccc2C1=O	i
42	COc1ccc(CN(C)C[C@@H]2Oc3ccc(NC(=O)c4ccncc4)cc3CC(=O)N([C@H](C)CO)C[C@H]2C)cc1	i
43	COc1ccc(S(=O)(=O)N(C)C[C@H]2Oc3ccc(NC(=O)Cc4cn(C)c5ccccc45)cc3CC(=O)N([C@H](C)CO)C[C@H]2C)cc1	i
44	C[C@H](CO)N1C[C@H](C)[C@H](CN(C)Cc2ccncc2)Oc2c(NS(C)(=O)=O)cccc2C1=O	i
45	CC(C)(CCO[C@@H]1O[C@H](CO[C@@H]2OC[C@@H](O)[C@H](O)[C@H]2O)[C@@H](O)[C@H](O)[C@H]1O)C[C@@H]1C(C(=O)O)=CC[C@]2(C(=O)O)C1=CCC1[C@@]3(C)CC[C@H](O[C@@H]4O[C@H](CO[C@@H]5O[C@H](CO)[C@@H](O)[C@H](O)[C@H]5O)[C@@H](O)[C@H](O)[C@H]4O)C(C)(C)C3CC[C@]12C (some centres not stated)	i
46	C[C@@H]1CN([C@@H](C)CO)C(=O)c2cccc(NC(=O)c3ccc(-c4nccs4)cc3)c2O[C@H]1CN(C)C(=O)Nc1ccc(F)cc1	i
47	C[C@H](CO)N1C[C@H](C)[C@H](CN(C)Cc2ccc(Cl)c(Cl)c2)Oc2ccc(N(C)C)cc2CC1=O	i
48	C[C@H](CO)N1C[C@H](C)[C@@H](CN(C)Cc2ccncc2)Oc2c(NC(=O)c3cnccn3)cccc2C1=O	i
49	CCOC(=O)c1c(NC(=O)CSc2nnc(C)s2)sc2c1CCCCC2	i
50	CS(=O)(=O)N(CC(=O)Nc1ccc(Br)cc1F)c1ccccc1Cl	i
51	C/C(=C\CC[C@@H](C)[C@H]1CC(O)[C@@]2(C)C3CC[C@H]4C(C)(C)[C@@H](O[C@@H]5OC(COC6OC(CO)C(O)C(O)C6O)C(O)C(O)C5O)CC[C@@]45C[C@@]35CC(O)[C@]12C)C(=O)OC1OC(CO)C(O)C1O (some centres not stated)	i
52	COc1ccc(NC(=O)CNC(=O)c2ccccc2)cc1Cl	i
53	Cc1noc(C)c1NC(=O)N(C)C[C@@H]1OCCCC[C@@H](C)Oc2ccc(NS(=O)(=O)c3ccc(Cl)cc3)cc2C(=O)N([C@@H](C)CO)C[C@H]1C	i
54	C[C@H](CO)N1C[C@H](C)[C@H](CN(C)C(=O)CCC(F)(F)F)OCCCC[C@H](C)Oc2ccc(NC(=O)CCC(F)(F)F)cc2C1=O	+
55	C[C@H](CO)N1C[C@H](C)[C@H](CN(C)C(=O)NC2CCCCC2)Oc2ccc(NC(=O)Nc3ccc(C(F)(F)F)cc3)cc2C1=O	i
56	C[C@@H]1CN([C@@H](C)CO)C(=O)Cc2cc(NC(=O)Nc3ccc4c(c3)OCO4)ccc2O[C@H]1CN(C)Cc1ccc2c(c1)OCO2	i
57	C[C@H](CO)N1C[C@H](C)[C@@H](CN(C)CC2CC2)Oc2ccc(NC(=O)Nc3ccc(C(F)(F)F)cc3)cc2CC1=O	i
58	CC(C)NC(=O)N(C)C[C@@H]1OCCCC[C@H](C)Oc2ccc(NS(=O)(=O)c3cccs3)cc2C(=O)N([C@@H](C)CO)C[C@@H]1C	i
59	CC(=O)n1cc([C@H]2C=C(C(=O)N3CCCCCCC3)O[C@@H](OCCCCO)C2)c2ccccc21	i
60	C[C@H](CO)N1C[C@H](C)[C@@H](CN(C)Cc2ccc(-c3ccccc3)cc2)OCc2cn(nn2)CCCC1=O	i

(cont.)
entry	compound	NFkB SMM
61	C[C@@H]1CN([C@H](C)CO)C(=O)Cc2cc(NC(=O)Nc3cccc4ccccc34)ccc2O[C@@H]1CN(C)CC1CC1	i
62	C[C@H]1CN([C@@H](C)CO)C(=O)c2cc(NC(=O)CCN3CCOCC3)ccc2O[C@@H]1CN(C)C	i
63	C[C@H]1CN([C@@H](C)CO)C(=O)Cc2cc(NC(=O)C3CC3)ccc2O[C@@H]1CN(C)Cc1ccncc1	i
64	COc1ccc(CN(C)C[C@@H]2Oc3c(NC(=O)Nc4ccc(OC)cc4)cccc3C(=O)N([C@@H](C)CO)C[C@@H]2C)cc1	i
65	C[C@@H]1CCCCO[C@H](CN(C)C(=O)c2ccncc2)[C@@H](C)CN([C@@H](C)CO)C(=O)c2cc(NC(=O)Cc3ccccc3)ccc2O1	i
66	C[C@@H]1CN([C@@H](C)CO)C(=O)c2cccc(NC(=O)c3cnccn3)c2O[C@@H]1CN(C)S(=O)(=O)c1cn(C)cn1	i
67	C[C@@H]1CN([C@@H](C)CO)C(=O)Cc2cc(NC(=O)NC3CCCCC3)ccc2O[C@H]1CN(C)Cc1ccc(C(=O)O)cc1	i
68	COc1ccc(C(=O)Nc2ccc(CN3C(=O)[C@]4(O[C@H](CC(=O)N5Cc6ccccc6C[C@H]5CO)[C@@H]([Si](C)(C)c5ccc(OC)cc5)[C@@H]4C)c4ccccc43)cc2)cc1	i
69	Cc1noc(C)c1NC(=O)Nc1cccc2c1O[C@@H](CN(C)Cc1ccccc1)[C@@H](C)CN([C@@H](C)CO)C2=O	i
70	C[C@H]1CN([C@@H](C)CO)C(=O)c2cc(NC(=O)Nc3cccc4ccccc34)ccc2O[C@H]1CN(C)C	i
71	C[C@@H]1C=C(C(=O)N2CCN(Cc3ccccc3)CC2)O[C@H](OCc2ccc(CO)cc2)C1	i
72	COc1ccc(S(=O)(=O)N(C)C[C@H]2Oc3c(NC(=O)Nc4cccc5ccccc45)cccc3C(=O)N([C@H](C)CO)C[C@@H]2C)cc1	i
73	OC(COc1ccc(Cl)cc1)CSc1ccccn1 (configuration not stated)	i
74	O=C(O)c1ccc(S(=O)(=O)Nc2ccc(O)c(Sc3nc4ccccc4s3)c2)cc1	i
75	C[C@@H]1CN([C@@H](C)CO)C(=O)Cc2cc(NC(=O)Cc3cn(C)c4ccccc34)ccc2O[C@H]1CN(C)C(=O)Nc1ccccc1	i
76	[N-]=[N+]=NCc1ccccc1C[C@@]1(C(=O)NCc2ccccc2)N=C(c2ccc(OCCCO)cc2)O[C@@H]1c1ccccc1	i
77	C[C@@H]1CCCCO[C@@H](CN(C)Cc2ccncc2)[C@H](C)CN([C@@H](C)CO)C(=O)c2cc(NS(C)(=O)=O)ccc2O1	i
78	CC(=O)Nc1ccc(Nc2ncnc3c2cnn3-c2ccc(C)cc2C)cc1	i
79	C[C@H](CO)N1C[C@H](C)[C@H](CN(C)C(=O)Nc2ccccc2)Oc2ccc(NC(=O)C3CC3)cc2CC1=O	i
80	C[C@H](CO)N1C[C@H](C)[C@@H](CN(C)C(=O)NC2CCCCC2)Oc2ccc(NC(=O)Cc3ccccc3)cc2CC1=O	i

Continued.
entry	compound	NFkB SMM
81	C[C@@H]1CN([C@@H](C)CO)C(=O)c2cc(NC(=O)CCC(F)(F)F)ccc2O[C@H]1CN(C)C(=O)Nc1ccc2c(c1)OCO2	i
82	C[C@@H]1CCCCO[C@@H](CN(C)Cc2ccccc2)[C@H](C)CN([C@H](C)CO)C(=O)c2cc(NC(=O)CCC(F)(F)F)ccc2O1	i
83	COc1cc([N+](=O)[O-])ccc1NC(=O)NCc1cccnc1	i
84	C[C@H]1CN([C@@H](C)CO)C(=O)Cc2cc(NC(=O)Cc3ccccc3)ccc2O[C@@H]1CN(C)Cc1ccc(C(F)(F)F)cc1	i
